High-throughput results: PubChem, NCI
NCI-60 one-dose screen, 48 h, at 10 µM unless noted. Numbers give growth in % (100 = growth as untreated, 0 = no growth, -100 = all killed).
KM12: KM12 colon cancer cells; AID 1794800; 5% of 82,000 active
HT29: HT29 colon cancer; 7.4% of 81,000 active
SNB-75: SNB-75 CNS cancer. 5% of 79,000 active
SF-295: SF-295 CNS cancer cells | 5.6% of 79,000 active | AID 1794758
SF-268: SF-268 CNS cancer cells | 3.1% of 82,000 active | AID 1794759
SF-539: SF-539 CNS cancer. AID 1794752. 6.8% of 81,000 active
SW-620: SW-620 colon cancer; 5.2% of 82,000 active; AID 1794795
HCC-2998: HCC-2998 colon cancer | AID 1794799 | 4.7% of 79,000 active
SNB-19: SNB-19 CNS cancer cells; 2.5% of 81,000 active
An asterisk follows results filed as active; · = not tested or not shown; & = joins results of further samples. The calls were made as follows: active = growth percent below 10; inactive = the rest. An unsorted share of the library, and some 11% of all compounds hit somewhere here.

Under each structure – SF-268	SF-295	SF-539	SNB-19	SW-620	HT29	KM12	SNB-75	HCC-2998
- CCC/C=C/C=C/C(=O)N[C@@H](Cc1cc(F)cc(F)c1)C(=O)N[C@@H]1C(=O)N2CCC[C@H]2C(=O)N2CCCC[C@H]2C(=O)N[C@@H](C)C(=O)N2C[C@H](C)C[C@H]2C(=O)O[C@H]1C
  31	10	38	26	32	9.1*	33	29	24
- O=[N+]([O-])c1ccc(N/N=C/CCc2ccccc2)nc1
  106	·	111	106	109	107	109	94	100
- Oc1cccc(/C=N\Nc2ccccn2)c1
  109	116	95	96	109	102	110	94	116
- COc1c(Cl)ccc2c(-c3nc4cc(Cl)c(F)cc4s3)cc(=O)oc12
  29	98	90	96	91	5.3*	79	69	108
- CCCCC1COc2cccc3c(SCC(=O)N4CCCc5ccccc54)cc[n+]1c23 (configuration not stated)
  114	100	107	102	113	111	109	96	112
- S=C(Nc1ccccc1)Nc1ccc2ccccc2c1
  101	108	89	108	104	110	100	91	97
- COc1cc(C2=Nc3c/c(=C\c4c(O)[nH]c5ccc(Cl)cc45)ccc3=N2)cc(OC)c1OC
  -52*	83	-52*	-31*	-48*	-73*	5.3*	50	66
- COn1cc(C(=O)c2ccc(C)cc2)c2cc(C#N)c(C#N)cc21
  95	101	·	102	103	95	101	105	89
- COc1cccc(C2=NN(c3ccc(-c4ccccc4)nn3)C(c3ccc(Cl)cc3)C2)c1 (configuration not stated)
  87	100	96	88	82	67	89	78	97
- C/C(=C/c1ccccc1)C(=O)O
  106	100	97	96	·	102	102	100	103
- Cn1c(=O)c2[nH]c(Cc3ccsc3)nc2n(C)c1=O
  104	124	97	106	99	83	109	90	114
- Cc1cc(S(=O)(=O)Nc2nn(C)c(=O)[nH]2)c(SCc2ccccc2)cc1Cl
  103	102	101	94	99	103	108	77	99
- CCOC(=O)CC1CSC(Nc2ccc(OC)cc2OC)=N1 (configuration not stated)
  97	94	96	106	109	101	103	92	105
- COc1cc(/C=C(\C#N)C(=O)Nc2sc3c(c2C#N)CCCC3)ccc1OCc1ccccc1
  112	101	100	104	105	125	114	102	119
- C=C(c1ccc(N(C)C)cc1)c1ccc(N(C)C)cc1
  31	21	-45*	21	·	-32*	27	-14*	5.6*
- COc1ccc(/C(C)=C(\c2ccc(Cl)cc2)c2ccc(OCCN3CCCCCC3)cc2)cc1F
  68	-7.8*	25	66	20	10	23	76	37
- NC1(N)C=CC2=C(C=C1)C1(N)C3=C(C=CC(N)(N)C=C3)N2C2(N)C3=C(C=CC(N)(N)C=C3)N1C1=C2C=CC(N)(N)C=C1
  87	·	73	101	95	94	94	94	105
- COc1cc(C2OC34CCCCC3C(C#N)(C(=N)O4)C2(C#N)C#N)ccc1O (configuration not stated)
  101	108	100	105	105	106	105	89	106
- O=C(O)CCC(=O)c1ccccc1
  106	102	99	99	108	105	103	101	·
- CC1(C)NCCC[C@]2(C)[C@H]3CC=C4[C@@H]5C[C@@](C)(CO)CC[C@]5(C)CC[C@@]4(C)[C@]3(C)CC[C@@H]12
  67	64	65	62	74	5.2*	53	99	61
- CCCCCN(CCCCC)CC(=O)c1ccc2cc(Br)c3ccccc3c2c1
  104	104	108	104	100	105	107	100	100
- Clc1nc(Nc2ccccn2)c2ncn(-c3ccc(Br)cc3Cl)c2n1
  97	102	106	104	104	105	108	93	105
- Cc1ccc(S(=O)(=O)NNC(=O)COc2ccc3c(C)c(Cc4ccccc4)c(=O)oc3c2C)cc1
  102	100	102	100	102	101	104	92	110
- COc1ccc(-c2n[nH]nc2-c2cc(OC)c3c(c2OC)OCO3)cc1
  49	4.7*	-3.0*	52	19	4.4*	32	4.8*	40
- COc1cc(C2CC(=O)N(c3ccc(F)cc3)C3=C2C(=O)OC3)cc(OC)c1OC (configuration not stated)
  115	99	103	102	111	103	107	88	98
- CCOc1cc(N)ccc1C(=O)NCCCN(CC)CC
  103	103	100	102	101	102	106	85	96
- CN(C)CSc1nc2ccccc2s1
  101	93	94	110	104	95	98	75	98
- CSc1nc(=O)[nH]nc1SCc1ccccc1
  107	104	94	93	107	117	109	99	109
- O=C1/C(=C/c2ccc([N+](=O)[O-])cc2)SC(=Nc2ccccc2)N1Nc1ccccc1
  73	87	65	60	43	42	78	73	85
- Cc1ccc(S(=O)(=O)N2CCN(C(=O)CSc3nc4ccc(C)cc4[nH]3)CC2)cc1
  101	159	110	100	102	117	105	109	122
- Cc1ccc(S(=O)(=O)NCCCNc2nccc(-c3c(-c4ccccc4)nc4sccn34)n2)cc1
  39	65	82	75	58	18	19	48	94
- N#CCCC1(CCC#N)CCCC(CCC#N)(CCC#N)C1=O
  109	124	91	104	109	109	109	101	99
- CC(=O)OCC(=O)COC(C)=O
  105	97	97	·	101	105	109	103	123
- C[C@@H]1C(=O)O[C@H]2[C@H]1CC/C(CO)=C\CC[C@@]1(C)O[C@@H]21
  99	104	94	102	99	110	105	95	105
- c1cc(NCCc2ccncc2)nc(-n2cnc3ccccc32)c1
  82	105	90	100	94	93	53	112	104
- CC(C)Cc1ccc(C(=O)CCC(=O)NNc2ccc(S(N)(=O)=O)cc2)cc1
  77	72	84	74	97	90	88	77	118
- CCOC(=O)C(C#N)C(C#N)c1ccccc1 (configuration not stated)
  100	94	105	100	96	95	108	78	103
- Cc1ccc2nc(-c3c(-c4ccc(S(C)(=O)=O)cc4)nc4ccccn34)[nH]c2c1
  99	96	97	97	93	106	98	87	106
- Oc1c(I)cc(-c2nc3ccccc3s2)cc1CN(Cc1ccccn1)Cc1ccccn1
  21	19	4.1*	21	21	21	28	40	9.2*
- CCOC(=O)c1c(/N=C2\SC(=O)/C(=C\C(=O)OC)N2c2ccccc2)sc2c1CCN(C(=O)OCC)C2
  96	95	77	86	99	77	92	·	93
- O=C(c1ccc(O)c(Br)c1)N1Cc2ccccc2C1
  96	97	97	97	109	90	101	95	103
- NCCC[C@H](N)C(=O)O
  ·	·	·	·	105	80	109	·	101
- C=CCOC(=O)Cc1cccc2ccccc12
  99	106	104	106	103	83	98	111	94
- CCOCCN(Cc1ccc(CN(CCOCC)C(=O)C(Cl)Cl)cc1)C(=O)C(Cl)Cl
  99	138	95	95	93	99	101	99	99
- C=CC(=O)N[C@@H](Cc1ccc(-c2cc(Cl)cc(Cl)c2)cc1)[C@@H](O)[C@H](O)C(=O)O
  101	100	95	98	101	88	102	104	87
- CCOC(=O)c1noc2c1CCc1cn(Cc3ccc(OC)c(OC)c3)cc1-2
  97	103	99	111	113	85	100	92	100
- N#Cc1cccc(C(Br)S(=O)(=O)c2ccccc2)c1 (configuration not stated)
  110	109	112	105	101	98	107	86	105
- NS(=O)(=O)c1ccc(Nc2nc(NNC(=O)CBr)nc(Nc3ccccc3)n2)cc1
  101	100	103	99	100	108	100	88	108
- Oc1ccc2ncccc2c1
  94	102	97	100	98	95	98	83	111
- O=C(Cc1ccccc1Nc1c(Cl)cccc1Cl)Nn1c(O)c(C2=c3cc(Br)cc(Br)c3=NC2=O)sc1=S
  97	105	97	101	112	94	95	93	97
- CC(=O)OCCn1c2nc(=O)[nH]c(=O)c-2nc2cc(C)c(C)cc21
  102&112&104	100&101&97	99&97&103	112&112&100	103&111&106	83&113&103	107&104&114	96&88&92	103&128
- O=C(CNc1ccc(O)cc1)Cn1cc(COc2ccc(C=Nc3cnc4ccccc4c3)cc2)nn1
  127	101	93	100	109	117	109	93	102
- C=CS(C=C)=NS(=O)(=O)c1ccc(C)cc1
  73	70	76	103	53	58	87	60	101
- O=C(NCCBr)Nc1ccccc1
  100	101	96	109	103	95	105	112	89
- CCCCCCCCNC(C)(C)COC(=O)c1ccc(N)cc1
  85	104	113	103	98	87	98	89	99
- COc1cccc(-c2nc3sccn3c2-c2ccnc(NCCCNS(=O)(=O)c3c(Cl)cccc3Cl)c2)c1
  68	51	95	79	77	48	68	73	85
- O=C(Nc1ccccc1F)Nc1nccnc1OCc1cccc(F)c1
  95	98	107	96	86	98	91	72	111
- O=C1NC(=O)c2cc([N+](=O)[O-])cc3cccc1c23
  98	114	105	100	98	102	105	90	107
- N=c1c2c(=O)n3c(nc2nc2sc4ccc(Cl)cc4n12)-c1ccccc1Sc1ccccc1-3
  42	5.5*	27	31	26	27	23	19	7.0*
- COc1cc2cc(Sc3ccc(NC(=O)c4ccc(N5CCOCC5)c(C(F)(F)F)c4)cc3)c(C)nc2cc1OC
  108	108	110	97	104	104	99	90	111

Copied from the entries so far, 5 compounds:
Under each structure – SF-268	SF-295	SF-539	SNB-19	SW-620	HT29	KM12	SNB-75	HCC-2998
- CCOC(=O)c1noc2c1CCc1cn(Cc3ccc(OC)c(OC)c3)cc1-2
  97	103	99	111	113	85	100	92	100
- N#Cc1cccc(C(Br)S(=O)(=O)c2ccccc2)c1 (configuration not stated)
  110	109	112	105	101	98	107	86	105
- NS(=O)(=O)c1ccc(Nc2nc(NNC(=O)CBr)nc(Nc3ccccc3)n2)cc1
  101	100	103	99	100	108	100	88	108
- Oc1ccc2ncccc2c1
  94	102	97	100	98	95	98	83	111
- O=C(Cc1ccccc1Nc1c(Cl)cccc1Cl)Nn1c(O)c(C2=c3cc(Br)cc(Br)c3=NC2=O)sc1=S
  97	105	97	101	112	94	95	93	97

Only SF-268 and HT29, for 3 of the compounds above:
Structure	SF-268	HT29
CCCCCCCCNC(C)(C)COC(=O)c1ccc(N)cc1	85	87
Oc1ccc2ncccc2c1	94	95
C=CS(C=C)=NS(=O)(=O)c1ccc(C)cc1	73	58

Additional records follow.
Under each structure – SF-268	SF-295	SF-539	SNB-19	SW-620	HT29	KM12	SNB-75	HCC-2998
- CC(=O)NCC(N)=S
  112	97	95	106	106	106	112	95	110
- C#CCN(C)CCCOc1ccc(N(C)C(=O)c2cc(C(C)C)c(O)cc2O)cc1Cl
  41	6.6*	17	22	12	9.2*	5.7*	26	-38*
- CCCCCCCCCCCCCCCCNC(=S)N/N=C/c1ccc(N(CC)CC)cc1
  99	111	102	100	111	90	94	105	97
- O=C(Cc1ccccc1)NC1=NC(=O)/C(=C\c2cccs2)S1
  97	101	100	93	99	105	98	78	104
- Cc1ccc(NCCCN2CCN(CCCNc3ccc(C)c4sc5ccccc5c(=O)c34)CC2)c2c(=O)c3ccccc3sc12
  96	101	89	99	101	104	100	102	110
- C=CC(C)(C)c1[nH]c2ccccc2c1C[C@@H]1NC(=O)[C@@H]2CCCN2C1=O
  99	95	99	98	111	105	89	84	101
- CC(C)N1CCSc2ssc(=S)c21
  104	105	104	95	104	89	111	94	106
- O=C(COc1cccc(/C=C2\CCc3ccccc3C2=O)c1)c1ccc(Cl)cc1
  96	107	108	100	90	96	116	79	136
- COc1ccc(-c2nc(SCCC(C)C)nc(N/N=C\c3ccccc3O)c2C#N)cc1
  78	94	91	72	72	103	91	75	104
- Cc1cc(C)c(CCCC(=O)c2c(C)cc(C)cc2C)c(C)c1
  104	98	99	99	107	103	107	108	105
- CCc1c2c(nc3ccc(OCc4ccc(B5OC(C)(C)C(C)(C)O5)cc4)cc13)-c1cc3c(c(=O)n1C2)COC(=O)[C@]3(O)CC
  6.0*	5.4*	-36*	8.9*	16	10	0.4*	6.0*	27
- O=C(Cc1csc2[n+]1C(=O)/C(=C/c1ccc(Cl)cc1)S2)Nc1ccccc1
  90	99	104	104	96	116	91	71	98
- COc1cc(OC)cc(-c2nn(CC(=O)N3CCCC3)c3ncnc(N)c23)c1
  98	97	99	97	102	102	100	94	111
- O=C1NC(=S)S/C1=C\c1cccs1
  107	112	93	101	106	119	104	100	114
- CCC(C)Cn1cnc2c(SCc3ccccc3F)nc(N)nc21 (configuration not stated)
  103	89	98	95	102	104	94	96	95
- COc1ccc(/C=C/c2nc(Nc3cccc(NC(=O)Nc4ccc(Cl)cc4)c3)c3ccccc3n2)cc1
  99	97	94	98	97	104	96	73	106
- NC(=S)NNC(=O)c1ccncc1
  106	121	106	102	105	105	109	39	93
- CC(C)OCC(CCl)OC(=O)Nc1ccccc1 (configuration not stated)
  101	108	98	105	112	102	97	92	96
- C[N+]1(CC[N+]2(C)CCCCC2)CCCCC1
  116	101	93	101	102	100	106	110	99
- CCc1cc2c(cc1C(C)=O)C(C)(C)CCC2(C)C
  101	113	110	94	103	105	106	93	83
- COc1ccc(CCNC(=O)C2CCN(c3nc(C(F)(F)F)ccc3C#N)CC2)cc1
  97	57	110	·	105	82	99	92	101
- COc1ccc(OC)c(/C=N/N=C/c2cc(OC)ccc2OC)c1
  102	·	110	100	98	109	100	86	103
- O=C(Nc1ccc2c(O)c(N=Nc3ccccc3)c(S(=O)(=O)O)cc2c1)c1ccccc1
  101	100	98	103	96	105	103	86	105
- CCOC(=O)c1nn(CC(O)c2ccccc2)c(NC(=O)Nc2cccc(F)c2)c1C (configuration not stated)
  95	92	102	97	96	101	104	108	98
- Brc1ccc(-c2cn3ccnc3c(-c3ccc4ncn(C5CCCCC5)c4c3)n2)cc1
  84	59	76	82	78	79	77	65	105
- Cc1ccc(NC(=O)c2cc(-c3nc4ccccc4s3)c(=O)n(NS(=O)(=O)c3ccc(Cl)cc3)c2N)cc1
  94	101	97	101	111	108	99	78	118
- Cc1ccc(NC(=O)Cn2cc(CN3CCN(c4ccnc5cc(Cl)ccc45)CC3)nn2)cc1
  80	86	99	89	89	105	86	71	97
